RGS12 GoLoco inh: qHTS Assay for Inhibitors of RGS12 GoLoco Motif Activity (Red Fluorophore) | Guanine nucleotide-binding protein G(i) subunit alpha-1 (Homo sapiens), P63096 | Gai1:RGS12 GoLoco peptide FP, rhodamine, 10 min | Potency, µM (series often up to 61.6 µM), inactives show at the top dose activity, negative = inhibition, hits mostly inhibitors | 0.44% of 230,000 active | AID 880, 2007; active means well fitted inhibition curve with a large enough effect, not every such curve was filed as active; inactive means no such curve, though single readings can be large or run the other way; further: on the % scale 0 is the no-effect control and ±100 the full control effect; nearly all actives have a fitted effect of over 30% in size; many of its hits are not listed in these tables
Target sequence (P63096 whole entry, looked up): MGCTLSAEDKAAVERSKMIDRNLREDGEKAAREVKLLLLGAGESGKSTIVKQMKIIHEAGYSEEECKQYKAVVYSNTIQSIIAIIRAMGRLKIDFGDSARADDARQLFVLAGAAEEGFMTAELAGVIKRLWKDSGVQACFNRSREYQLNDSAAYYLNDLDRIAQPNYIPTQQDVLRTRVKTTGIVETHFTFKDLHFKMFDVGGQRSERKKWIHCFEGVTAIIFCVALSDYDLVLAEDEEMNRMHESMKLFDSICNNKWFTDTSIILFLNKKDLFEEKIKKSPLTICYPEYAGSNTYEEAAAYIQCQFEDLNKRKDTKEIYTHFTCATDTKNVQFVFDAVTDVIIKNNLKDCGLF
HTT cytoprotect: qHTS Multiplex Assay to Identify Dual Action Probes in a Cell Model of Huntington: Cytoprotection (ATP) | PC12 HTT-Q103 induced, cytoprotection, ATP luminescence, 40 h | Potency, µM (doses to about 56.4 µM), inactives show cytoprotection (ATP increase), hits mostly activators | 0.14% of 230,000 active | AID 1471, 2008;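 further: % of control where 0% means no effect; nearly all actives have a fitted effect of over 45% in size; toxic huntingtin expression switched on by the ecdysone agonist tebufenozide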
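Cells were plated at 1500 per well in phenol red-free DMEM with 5% equine and 5% calf serum. Tebufenozide (100 nM final) and compounds were added, then ATPlite reagent, and luminescence was read.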
GAA inh: qHTS Assay for Inhibitors of Human alpha-Glucosidase as a Potential Chaperone Treatment of Pompe Disease; Lysosomal alpha-glucosidase (Homo sapiens), P10253; purified human GAA, 4-MU-alpha-glucoside fluorescence; Potency, µM (series often up to 76.9 µM), for inactives: at the highest dose activity change, negative = inhibition, usual class: inhibitors; 0.005% of 200,000 active; AID 1466, 2008;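 further: plate controls were uninhibited enzyme wells for no effect and no-enzyme background for full effect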
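Read-out is 4-methylumbelliferone fluorescence (Ex 365/Em 440 nm) after NaOH/glycine stop at pH 10. Enzyme 4 nM, substrate 400 uM, pH 5.0 citrate buffer, 20 min room temperature; AC50 from Hill-equation concentration-response.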
IMPase Li inh: qHTS Assay for Identifying the Cell-Membrane Permeable IMPase Inhibitors: Potentiation with Lithium; Potency, µM (series often up to 59.4 µM), inactives show at the top dose activity, negative = IMPase inhibition, actives largely listed as inhibitors; CHO-M1 cells, IP1 TR-FRET (IP-One), carbachol + lithium; 0.35% of 210,000 active;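 further: IP1 builds up when IMPase is blocked and the TR-FRET signal falls; plate controls were basal vehicle for no effect and high inhibitor control for full effect; nearly all actives have a fitted effect of over 50% in size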
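Readout is a homogeneous TR-FRET IP1 immunoassay (Ex 320, Em 665 and 620), where raised cytosolic IP1 lowers signal. Cells were CHO-M1 treated 30 min at 37C with test compounds plus a little lithium; AC50 values came from Hill-equation fitting.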
GAA glycogen: qHTS Assay for Inhibitors and Activators of Human alpha-Glucosidase Cleavage of Glycogen; Lysosomal alpha-glucosidase (Homo sapiens), P10253; recombinant GAA, glycogen substrate, Amplex Red glucose oxidase fluorescence; Potency, µM (series often up to 76.4 µM), without a hit: at the top dose activity change, negative = inhibition, hits mostly inhibitors; 0.38% of 300,000 active; AID 2100, 2009;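 further: 0% = full enzyme reaction and -100% = no-enzyme basal signal; the screen sought inhibitors and activators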
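Recombinant human enzyme (4 nM); glycogen substrate; 37 C, 40 min, pH 5.0. Readout: coupled glucose oxidase/Amplex Red fluorescence.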
HTT aggregate: qHTS Multiplex Assay to Identify Dual Action Probes in a Cell Model of Huntington: Aggregate Formation (GFP). PC12 HttQ103-GFP aggregates, Acumen cytometry, 40 h. Potency, µM (highest dose often 46.1 µM), inactives show at the highest dose activity change, negative = inhibition, actives largely listed as inhibitors. AID 1688, 2009. 1.1% of 220,000 active; further: on the % scale 0 is the no-effect control and ±100 the full control effect; nearly all actives have a fitted effect of over 60% in size
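Aggregates are detected as GFP objects 1–25 µm with signal 6 STDEV over background in lysates of induced PC12 cells. These carry Huntingtin exon 1 with 103 glutamines fused to GFP under an ecdysone promoter; compounds titrated.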
GAA spleen mod: qHTS Assay for Inhibitors and Activators of Human alpha-Glucosidase From Spleen Homogenate. Lysosomal alpha-glucosidase (Homo sapiens), P10253. human spleen homogenate, 4-MU-alpha-glucoside fluorescence. Potency, µM (highest dose often 79.9 µM), for inactives: at the top dose activity change, negative = inhibition, hits mostly inhibitors. 0.006% of 240,000 active;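 further: 0% = enzyme with vehicle and -100% = no enzyme basal signal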
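Human spleen homogenate (1 ug) with 4-methylumbelliferyl-alpha-D-glucopyranoside (1 mM final) in 50 mM citrate/phosphate pH 5.0, 0.01% Tween-20; 40 min at 37 C. Stopped at pH 10; 4-MU fluorescence Ex 365/Em 440 nm; AC50 by Hill fit.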
* hit, by the source's call; ? = inconclusive; nt = not tested or not shown; & = joins results of further samples; [ ] = another dose, or the depositor's remark. Unless noted, the call rests on the fitted dose curve; in most records, active means well fitted curve in the direction sought with a large enough effect; inconclusive means small, poorly fitted or top-dose-only effect, or another doubt; inactive means no such curve, though single readings can be large; an effect the other way counts as inactive or inconclusive. Potency means the concentration at half of the fitted maximal effect. A portion of the library; count on the stated rates, not on these rows.

SMILES	RGS12 GoLoco inh	HTT cytoprotect	GAA inh	IMPase Li inh	GAA glycogen	HTT aggregate	GAA spleen mod
O=C1NC(=O)C2(Cc3ccccc3N3CCCC32)C(=O)N1Cc1ccccc1 (stereo unspecified)	13%	-7%	1%	-15%[38.3 µM]	3%	3%	5%
CCCN(CCC)c1c([N+](=O)[O-])cc(C(F)(F)F)cc1[N+](=O)[O-]	7%&-7%	-12%	nt	15%&0%	nt	nt	-1%&3%
CC1CN(O)C2CCc3c(no[n+]3[O-])C12O (stereo unspecified)	0%	15%	5%	-3%[38.3 µM]	8.8µM*	-1%	6%
Cc1cc2c(s1)NC(=O)CN=C2c1cccs1	13%	-1%[10 µM]	-5%	-15%[38.3 µM]	0%	14%	-4%
CCN1CC=C(c2c[nH]c3ccccc23)CC1	-2%	?	2%	2%[38.3 µM]	5%	-12%	2%
CCOC(=O)Cn1cc(C(=O)c2ccccc2F)c2ccccc21	-1%	-13%	-1%	-4%[38.3 µM]	0%	-1%	-9%
COc1ccc(CCNC2CCCCC2)cc1	12%	13%[10 µM]	-4%	18%	-6%	25%	6%
NC(=S)/N=C/c1c(O)[nH]c(=O)[nH]c1=O	-3%	-13%	-1%	10%	5%	14%	5%
CCCNC1=C(C)C(=O)C2=C(C1=O)C(COC(N)=O)[C@]1(OC)C3NC3CN21 (stereo partly specified)	-2%	-50%[inhibitor][10 µM]	nt	nt	-10%	-13%[9.22 µM]	-5%
CCOC(=O)C(=CNc1ccc(C(O)(C(=O)OCC)C(F)(F)F)cc1C)C(=O)OCC (stereo unspecified)	11%	33%[10 µM]	-15%	0%	-8%	-1%	0%
COc1ccc(OCC(=O)N2CCN(Cc3nc4cc([N+](=O)[O-])ccc4n3C)CC2)cc1	11%	8%[10 µM]	2%	10%	-10%	-5%	3%
O=c1[nH]c(=S)n(Cc2ccc(F)cc2)c(O)c1C=NCc1ccc2c(c1)OCO2	55%[activator]	14%[10 µM]	nt	nt	3%	-10%[9.22 µM]	-2%
O=[N+]([O-])c1cc([N+](=O)[O-])c2ccccc2c1	2%	-6%	nt	9%	nt	nt	-5%
CC(C)OC(=O)Nc1cccc(Cl)c1	4%	nt	nt	-2%	nt	nt	4%
Cc1cc(C)n(-c2ccc(NN=C(C#N)C#N)cc2)n1	-6%	-22%[10 µM]	-17%	nt	4%	-40%[9.22 µM]	1%
CC[C@@](O)(C(=O)O)c1cc2n(c(=O)c1CO)Cc1cc3ccccc3nc1-2	0%[14.2 µM]	-19%[10 µM]	nt	-9%	nt	nt	nt
Cc1ccc(C2N(c3ccccn3)C(=O)C3CCCN32)o1 (stereo unspecified)	2%	-6%	2%	-9%	-7%	-11%	5%
Clc1ccc2c(c1)C(c1ccccc1Cl)=NCc1nnc(Br)n1-2	-3%	12%[1.9 µM]	-11%	13%	1%	-9%	-15%
Cc1cc(Oc2ccc(C(F)(F)F)cc2[N+](=O)[O-])c2c3c(c(=O)oc2c1)CCC3	3%	2%[10 µM]	?	2%	12%	4%	-2%
O=C1NC(=O)N(c2ccccc2)C(=O)/C1=C\c1ccc([N+](=O)[O-])s1	101%[activator]	-3%[10 µM]	nt	nt	-2%	-11%[9.22 µM]	0%
Cn1cccc1/C=C1\C(=O)NC(=O)N(Cc2ccccc2Cl)C1=O	28%	-11%	-2%	5%	-4%	-1%	1%
C[N+]1=Cc2cc3c(cc2CC1)OCO3	4%	-32%[inhibitor][1.9 µM]	nt	-4%	nt	nt	19%
NCCc1ccccn1	3%	2%	nt	1%	nt	nt	-6%
CCCCCCOC(=O)c1ccccc1N	6%	0%	6%	13%[38.3 µM]	1%	-5%	-21%
CSc1ccc(CN2CCN(C(=O)COc3ccc(C)cc3)CC2)cc1	0%	-17%	-6%	12%	5%	13%	3%
CC(=O)N1CCN(c2ccc(N=Cc3c(O)n(-c4ccc(Cl)cc4)c(=O)[nH]c3=O)cc2)CC1	16%	-22%	8%	4%[38.3 µM]	-21%	22%	-5%
Cn1cnnc1Sc1cc(N2CCNCC2)ccc1[N+](=O)[O-]	-2%	-9%[10 µM]	-9%	nt	17%	-11%[9.22 µM]	-5%
CC(C)CCNC(=O)CSc1nc2ccccc2c(=O)[nH]1	-5%	-13%	2%	38%[activator][38.3 µM]	-1%	6%	1%
CSc1nc(N2CCN(C)CC2)c2ccccc2n1	5%	3%	-2%	-3%	-1%	-6%	0%
CC(=O)Nc1cc([As](=O)(O)O)ccc1O	12%&3%&-4%	-9%	-3%[15.4 µM]	1%&19%	3%&4%	5%	-2%&-10%&-1%
Cc1cc(O)ccc1Cl	-3%&12%	?	nt	-14%&-7%	nt	-9%	-9%&11%
Cc1c(P(=S)(c2ccccc2)c2ccccc2)[n+]2ccccc2n1C	3%	-2%	6%	25%	4%	-25%	-21%
C=C(C=O)CC1CC(O)[C@]2(C)OC3CC4OC5C[C@]6(C)O[C@]7(C)CCC8OC9C[C@]%10(C)OC%11C(C)=CC(=O)OC%11CC%10OC9C[C@@H](C)C8OC7CC6O[C@]5(C)CC5OC5C4OC3CC2O1 (stereo partly specified)	3%	-54%[inhibitor][10 µM]	nt	12%	-5%	4%[9.22 µM]	-4%
CC(C)(C)C(=O)CP(=O)(O)O	0%[14.2 µM]	4%[10 µM]	nt	0%	nt	nt	nt
CCn1c(=N)n(Cc2ccccc2F)c2ccccc21	0%	10%[0.074 µM]	-4%	5%	-1%	7%	-1%
Cc1cc(Cl)ccc1OCC(=O)O	3%	-1%	-5%	-9%[38.3 µM]	0%	-8%	-10%
CC(=O)Nc1ccc([As](=O)(O)c2ccc([N+](=O)[O-])cc2)cc1	1%	-3%[10 µM]	nt	nt	3%	-7%[9.22 µM]	-1%
CCNC(=O)[C@H]1O[C@@H](n2cnc3c(N)ncnc32)[C@H](O)[C@H]1O	9%	nt	nt	9%	nt	nt	-5%
COCCCN=Cc1c(O)[nH]c(=S)[nH]c1=O	16%	-7%[10 µM]	nt	-3%	17%	4%[9.22 µM]	3%
COCCCN1Cc2ccccc2C1=N	-3%	0%	-10%	5%[38.3 µM]	6%	11%	-1%

The last 3 entries of the section above open the next one.
SMILES	RGS12 GoLoco inh	HTT cytoprotect	GAA inh	IMPase Li inh	GAA glycogen	HTT aggregate	GAA spleen mod
CCNC(=O)[C@H]1O[C@@H](n2cnc3c(N)ncnc32)[C@H](O)[C@H]1O	9%	nt	nt	9%	nt	nt	-5%
COCCCN=Cc1c(O)[nH]c(=S)[nH]c1=O	16%	-7%[10 µM]	nt	-3%	17%	4%[9.22 µM]	3%
COCCCN1Cc2ccccc2C1=N	-3%	0%	-10%	5%[38.3 µM]	6%	11%	-1%
O=C1Nc2ccccc2C1Cc1nc2ccccc2c(=O)n1-c1ccccc1 (stereo unspecified)	1%	3%[10 µM]	nt	nt	-4%	26%[9.22 µM]	-3%
COC[C@H]1OC(=O)c2coc3c2[C@@]1(C)C1=C(C3=O)C2CCC(=O)[C@@]2(C)C[C@H]1OC(C)=O (stereo partly specified)	-7%&-5%&-6%	-150%&-185%[inhibitor]	nt	24%&27%&37%	nt	nt	?
COc1ccccc1CN1CC[C@@]2(CCCN(C(=O)Oc3ccccc3)C2)C1	1%	?	nt	11%	nt	nt	2%
CCOc1ccc(-c2cc(C)[n+](CCO)c(-c3ccc(OCC)cc3)c2)cc1	-3%	-83%[inhibitor]	?	-1%	-16%	?	-1%
CN1CCN(c2ccc(Cl)cc2N)CC1	12%	-21%[10 µM]	-5%	2%	11%	-3%[9.22 µM]	-4%
COc1ccc(CCN)cc1O	11%&-1%	-25%	nt	-12%&-5%	nt	nt	2%&5%
Cc1cccc(C(=O)Nc2ccc(Cl)cc2C(=O)c2ccccc2)c1	-5%	-5%	-5%	21%[38.3 µM]	-2%	2%	-7%
CCOC(=O)C1CCN(/C=C2/C(=O)NC(=O)N(c3cccc(C)c3C)C2=O)CC1	17%	-27%	13%	1%	-3%	33%	-6%
COc1ccc(C(C)=O)cc1CC(C(=O)c1ccc(F)cc1)N(C)C (stereo unspecified)	59%[activator]	14%[10 µM]	6%	-9%	9%	8%	0%
Clc1ccccc1CNC1CN2CCC1CC2 (stereo unspecified)	11%	0%[10 µM]	?	-3%	3%	-14%	-4%
CN1CCN(c2ccc([N+](=O)[O-])c3no[n+]([O-])c23)CC1	3%	-78%[inhibitor][10 µM]	nt	nt	-19%	?	-8%
COc1ccccc1C(=O)C1CCCN(Cc2cnc(C)s2)C1 (stereo unspecified)	5%	4%[10 µM]	13%	10%	-5%	3%[9.22 µM]	5%
CC(C)CCCn1c(O)c(/C=C2/C=CC=N2)c(=O)[nH]c1=O	15%	14%[10 µM]	9%	-4%	9%	3%	-13%
COc1ccccc1CCNC1CCCC(C)C1 (stereo unspecified)	7%	-12%[10 µM]	5%	4%	7%	-11%	-2%
CNC(=S)N/N=C1\C2CN3CCN(C2)CC1(c1ccccc1)C3	-24%	nt	-2%	9%	-17%	7%	5%
CC1CN=C(Nc2cccc3ccccc23)S1 (stereo unspecified)	-2%	-29%[10 µM]	?	-7%[38.3 µM]	10%	1%	-18%
O=[N+]([O-])c1ccc(NCCCN2CCOCC2)c2ncccc12	10%	-5%[10 µM]	10%	28%	-10%	4%[9.22 µM]	7%
COc1cc(/C=N/NP(=S)(c2ccccc2)c2ccccc2)ccc1O	5%	-16%	-5%	29%[38.3 µM]	25µM*	12%[9.22 µM]	-3%
N#Cc1c(Cl)c(Cl)c(Cl)c(C#N)c1Cl	10%	nt	nt	?	nt	nt	4%
CN(C)c1ccc(/C=C/C=C/c2sc3ccccc3[n+]2C)cc1	167%[activator]	-49%[inhibitor][10 µM]	nt	nt	2%	?	-4%
CNC(=O)Oc1cccc2c1OC(C)(C)O2	7%	nt	nt	2%	nt	nt	6%
O=C1OC(=O)C2C3CCC(O3)C12 (stereo unspecified)	-11%&1%&-2%	20%[1.9 µM]	nt	8%&33%&14%	nt	nt	-3%&7%&6%

Assay outcomes as filed in PubChem.
